Nrf2 block: blocks Nrf2 signaling; A549 ARE-Fluc reporter, luciferase luminescence, 18-24 h; Potency, µM (doses to about 46 µM), for inactives: top-dose activity change, negative = inhibition, usual class: inhibitors; 360,000 tested, 2.1% active; AID 504444; also: potency is read from the fitted curve at half-maximal effect; % is scaled to controls: 0 for no effect and ±100 for the full control effect; nearly all actives have a fitted effect of over 60% in size
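Concentration-response testing used A549 ARE_Fluc cells at 5000 cells/well. Following an 18-24 h compound incubation, viability was read by fluorescence (Ex 405/Em 525) and luciferase output by luminescence.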
TGFb inhibitor: inhibitors of TGF-b signaling. HepG2 CAGA-GFP TGF-b/SMAD3 reporter, GFP fluorescence, 18 h; TGF-beta stimulated, 500 pg/mL final. Potency, µM (doses to about 46.1 µM), without a hit: top-dose activity, negative = inhibition, hits mostly inhibitors. 410,000 tested, 1.2% active. AID 588855; also: potency is read from the fitted curve at half-maximal effect; % is scaled to controls: 0 for no effect and ±100 for the full control effect; nearly all actives have a fitted effect of over 65% in size
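HEPG2 CAGA-GFP cells (1000/well, DMEM with 1% FBS) were pre-incubated 2 h at 37 degrees C, given compound by pin tool, then stimulated with TGF-beta at 500 pg/mL final for 18 h before per-cell GFP fluorescence imaging.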
S2 tox: cell viability loss in ATXN counter-screen; S2 cells (HEK-293 line with an ATXN2-luciferase reporter) viability, CellTiter-Fluor protease fluorescence, 24 h; Potency, µM (doses to about 56.7 µM), actives largely listed as cytotoxic; 400,000 tested, 0.49% active; also: potency is read from the fitted curve at half-maximal effect; nearly all actives have a fitted effect of over 40% in size
EPAC2 ag: activates human EPAC2 exchange factor; EPAC2 activation, biochemical qHTS; response scale: 100% = 6.5 mM cAMP response; Potency, µM (highest dose often 154 µM), inactives show at the highest dose activation, usual class: activators; 360,000 tested, 0.079% active; AID 720711; also: potency is read from the fitted curve at half-maximal effect; nearly all actives have a fitted effect of over 50% in size
Target sequence (Q8WZA2 whole entry, looked up): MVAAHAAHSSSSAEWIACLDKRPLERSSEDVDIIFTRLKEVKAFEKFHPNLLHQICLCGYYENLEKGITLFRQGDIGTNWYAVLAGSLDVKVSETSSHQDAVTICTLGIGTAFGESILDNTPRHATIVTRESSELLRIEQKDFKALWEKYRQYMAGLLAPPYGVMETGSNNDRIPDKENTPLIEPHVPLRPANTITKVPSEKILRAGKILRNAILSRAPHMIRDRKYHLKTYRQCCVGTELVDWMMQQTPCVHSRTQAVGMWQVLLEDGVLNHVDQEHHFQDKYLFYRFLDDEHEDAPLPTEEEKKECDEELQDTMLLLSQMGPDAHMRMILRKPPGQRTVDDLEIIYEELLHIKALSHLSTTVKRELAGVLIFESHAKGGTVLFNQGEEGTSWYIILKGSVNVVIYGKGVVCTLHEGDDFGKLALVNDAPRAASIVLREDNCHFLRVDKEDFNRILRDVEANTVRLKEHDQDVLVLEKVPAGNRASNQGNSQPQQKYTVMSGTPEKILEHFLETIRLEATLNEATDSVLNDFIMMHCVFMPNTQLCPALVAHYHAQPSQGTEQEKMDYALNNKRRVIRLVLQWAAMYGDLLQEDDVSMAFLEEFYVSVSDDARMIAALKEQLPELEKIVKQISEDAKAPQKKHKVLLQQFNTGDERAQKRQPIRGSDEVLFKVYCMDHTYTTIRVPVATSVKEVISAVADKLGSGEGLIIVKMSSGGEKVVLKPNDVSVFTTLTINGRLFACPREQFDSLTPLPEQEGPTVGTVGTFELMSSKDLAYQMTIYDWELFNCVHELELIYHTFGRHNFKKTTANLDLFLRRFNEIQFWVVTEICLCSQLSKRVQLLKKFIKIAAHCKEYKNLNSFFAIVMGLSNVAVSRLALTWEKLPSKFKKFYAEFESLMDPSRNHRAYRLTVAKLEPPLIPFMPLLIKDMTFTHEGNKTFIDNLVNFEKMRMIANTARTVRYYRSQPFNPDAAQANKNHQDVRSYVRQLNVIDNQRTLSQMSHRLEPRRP
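In this primary screen, activation is scored as increased exchange of BODIPY-GDP from Rap1B by 100 nM EPAC2, with 50 uM GDP as competitor. Signal is normalized to the 6.5 mM cAMP agonist control.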
HepG2 tox: counter-screen for TGF-b inhibitors: cytotoxicity in HepG2 cells; HepG2 CAGA-GFP viability, ATP luminescence, 18 h; Potency, µM (series often up to 46.1 µM), for the others: top-dose activity change, negative = cytotoxicity, usual class: cytotoxic; 410,000 tested, 0.76% active; also: potency is read from the fitted curve at half-maximal effect; some results filed as inactive show a strong effect at the top dose
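HepG2 CAGA-GFP cells (1000/well, DMEM with 1% FBS) received compound, then TGF-beta at 500 pg/mL final, and were incubated 18 hours at 37 degrees C. Viability was read by CellTiter-Glo luminescence. Media-only wells were set as complete cell-killing and DMSO as no toxicity.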
Nrf2 ARE act: Nrf2 pathway activation; AID 624171; Potency, µM (series often up to 46.1 µM), without a hit: at the top dose activation, actives largely listed as activators; AREc32 ARE-luciferase reporter (MCF7-derived line), luminescence, 24 h; 410,000 tested, 0.31% active; also: potency is read from the fitted curve at half-maximal effect; % of control where 0% means no effect; nearly all actives have a fitted effect of over 65% in size
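For detection, Steady-Glo was added and plates sat 30 min at RT; before that, AREc32_Fluc cells grown overnight in OPTI-MEM/5% FBS had been treated with 23 nL compound for 24 hr at 37 deg C.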
IL-2 act: activators of IL-2 | IL-2 activation reporter assay, cell-based qHTS; stimulated with anti-CD3/CD4/CD28 beads; in transgenic mouse T cells | activation, % (series mostly up to about 46 µM) | 360,000 tested, 0.065% active; in the data active = activation above about 50%; inconclusive = mostly about 30% to 49%; also: 0% is about no effect
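Unstimulated transgenic mouse T cells; 60-min compound exposure; bead-based TCR/CD4/CD28 stimulation; 18 h culture, 37 degrees C; dual fluorescence (EGFP, DsRed) plate cytometry.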
A549 tox: kills or reduces viability of A549 cells in Nrf2 counter-screen | A549 ARE-Fluc cells, CellTiter-Fluor viability, 18-24 h | Potency, µM (series often up to 46 µM), without a hit: at the top dose activity change, negative = cytotoxicity, actives largely listed as inhibitors | 390,000 tested, 0.16% active | AID 504648; also: potency is read from the fitted curve at half-maximal effect; % is scaled to controls: 0 for no effect and ±100 for the full control effect
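Cytotoxicity counterscreen: CellTiter-Fluor fluorescence was measured in A549 ARE_Fluc cells after 18-24 h of compound exposure in a concentration series. The subsequent BugLite luminescent read reports ARE-luciferase activity.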
ATXN2 expr inh: inhibitors of ATXN2 expression | 360,000 tested, 0.72% active | Potency, µM (top dose mostly 57 µM), inactives show at the top dose activity change, negative = inhibition, actives largely listed as inhibitors | AID 1745845 | HEK-293 ATXN2-luciferase reporter, luminescence, 24 h; also: potency is read from the fitted curve at half-maximal effect; % is scaled to controls: 0 for no effect and ±100 for the full control effect; nearly all actives have a fitted effect of over 55% in size
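ATXN2-luciferase reporter cells (luciferase flanked by upstream and downstream ATXN2 gene portions) were treated 24 h at 37 °C with compounds at up to 57 uM. SteadyGlo luminescence gave expression; GF-AFC fluorescence gave viability.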
Active calls of the source: *; i = inactive; ? = inconclusive; . = no result given; & = joins results of further samples; [ ] = remark or other dose. Unless noted, calls follow the shape of the dose curve; as a rule, active = well fitted curve in the direction sought with a large enough effect; inconclusive = small, poorly fitted or top-dose-only effect, or another doubt; inactive = no such curve, though single readings can be large; an effect the other way counts as inactive or inconclusive.

[1] Cc1ccc(-c2onc(C)c2C)cc1S(=O)(=O)N1CC(C)Oc2ccccc21 (stereo not given)
[2] COC(=O)c1ccc(-c2c(-c3ccccc3)ncc3cc(F)ccc23)cc1
[3] O=C(CCSc1nnc(-c2ccncc2)o1)Nc1ccccc1
[4] O=C(NN1CCOCC1)c1cccc(F)c1
[5] COc1ccc(C(=O)/C=C/N(C)C)cc1
[6] CCCCCN(C(=O)CCCSc1nncs1)c1c(N)n(CCCC)c(=O)[nH]c1=O
[7] CCOC(=O)N1CCN(C(=S)NC(=O)c2ccnn2C)CC1
[8] COc1cccc(-c2cc(C(F)(F)F)nc(NCCc3ccc(OC)c(OC)c3)n2)c1
Compound,1,2,3,4,5,6,7,8
Nrf2 block,?,?,-5%,10%,4%,2%,3%,8%[9.27 µM]
TGFb inhibitor,?,-11%,-9%,-9%,1%,1%,6%,?
S2 tox,i,?,i,?,i,?,i,i
EPAC2 ag,-1%,14%,1%,3%,4%,0%,10%,.
HepG2 tox,-36%,-10%,4%,10%,-27%,14%,-3%,-22%
Nrf2 ARE act,-0.3%,5.4%,1.6%,0.5%,2.6%,3.4%,0.2%,1.3%
IL-2 act,-1.7,-1.3,0.0,3.0,2.6,0.1,-1.1,.
A549 tox,-1%,4%,1%,0%,-1%,3%,-2%,2%
ATXN2 expr inh,?,-13%,-10%,.,5%,.,-12%,3%

[9] COc1ccc(-c2coc3c(C)c4oc(=O)c(CCC(=O)O)c(C)c4cc23)cc1
[10] O=C(O)CNS(=O)(=O)c1ccc2c(c1)C(=O)c1cc(S(=O)(=O)NCC(=O)O)ccc1-2
[11] CC1(C)OC(c2ccccc2)=C/C(=C/C=Nc2ccccc2)O1
[12] CCCCNc1nc2c(c(=O)[nH]c(=O)n2C)n1CCCc1ccccc1
[13] COC(=O)c1ccc(CSc2nc3c([nH]c4ccccc43)c(=O)n2-c2ccc(Cl)cc2)o1
[14] Cc1ccc(S(=O)(=O)c2c(C)nn(C(C)(C)C)c2OC(=O)c2ccco2)cc1
[15] COc1ccc(N(C)S(=O)(=O)c2ccc3c(c2)CCN3C(=O)CCC(=O)O)cc1
[16] COc1ccc(-c2csc3ncnc(NCCCO)c23)cc1
Compound,9,10,11,12,13,14,15,16
Nrf2 block,?,-2%,12%,.,.,.,0%,?
TGFb inhibitor,4%,4%,?,12%,-1%,?,15%,-1%
S2 tox,i,i,?,i,i,i,i,i
EPAC2 ag,-6%,15%,11%,10%,.,-2%,.,1%
HepG2 tox,-28%,1%,-11%,-17%,-21%,-50%,-10%,3%
Nrf2 ARE act,3.8%,-0.7%,8.5%,-1.2%,2.7%,2.2%,-1.2%,-0.7%[9.22 µM]
IL-2 act,10.0,0.4,0.1,-1.2,.,2.2,.,0.5
A549 tox,-7%,-4%,-10%,.,-2%,?,-2%,-5%
ATXN2 expr inh,-2%,-17%,0%,.,13%,-24%,3%,9%

The list goes on, starting with the last 4 of the part before.
[13] COC(=O)c1ccc(CSc2nc3c([nH]c4ccccc43)c(=O)n2-c2ccc(Cl)cc2)o1
[14] Cc1ccc(S(=O)(=O)c2c(C)nn(C(C)(C)C)c2OC(=O)c2ccco2)cc1
[15] COc1ccc(N(C)S(=O)(=O)c2ccc3c(c2)CCN3C(=O)CCC(=O)O)cc1
[16] COc1ccc(-c2csc3ncnc(NCCCO)c23)cc1
[17] O=C(c1c(F)c(F)c(F)c(F)c1F)N(Cc1ccccc1)Cc1ccccc1
[18] Oc1ccccc1Nc1nc2ccccc2n2nnnc12
[19] COc1cc(C(c2sc3nc(C)nn3c2O)N2CCc3ccccc3C2)cc(OC)c1OC (stereo not given)
[20] Cc1ccc(NCc2cccn2-c2nnc(N3CCCCCC3)s2)cc1
[21] COc1ccc(C(NC(=O)c2ccc(=O)[nH]c2)C(=O)Nc2ccc(C(C)C)cc2)cc1 (stereo not given)
[22] COc1cc2ccccc2cc1C(=O)N(CCN(C)C)c1nc2c(F)cc(F)cc2s1
[23] COCCCNC(=O)C(=O)NCC(c1ccc2c(c1)OCO2)N1CCOCC1 (stereo not given)
[24] CCCCCC(=O)Nc1cccc(C2=NOC3(C2)C[C@H](C(N)=O)N(C(=O)CC)C3)c1 (stereo not given in full)
Compound,13,14,15,16,17,18,19,20,21,22,23,24
Nrf2 block,.,.,0%,?,41%,?,-26%,?,-6%,-12%,.,5%
TGFb inhibitor,-1%,?,15%,-1%,1%,.,-10%,-9%,10%,-7%,-1%,-7%
S2 tox,i,i,i,i,i,.,i,i,i,i,i,i
EPAC2 ag,.,-2%,.,1%,-3%,.,13%,.,9%,7%,.,6%
HepG2 tox,-21%,-50%,-10%,3%,-11%,4%,-10%,-13%,1%,-23%,-29%,-4%
Nrf2 ARE act,2.7%,2.2%,-1.2%,-0.7%[9.22 µM],6.1%,?,5.4%,6.6%,6.0%,2.1%,1.6%,1.4%
IL-2 act,.,2.2,.,0.5,-3.1,.,-1.5,.,0.0,-1.7,.,-0.5
A549 tox,-2%,?,-2%,-5%,4%,2%,10%,6%,-12%,5%,13%,0%
ATXN2 expr inh,13%,-24%,3%,9%,1%,.,0%,-8%,22%,-14%,1%,4%

[25] Cc1ccc2nc(SCC(=O)N3CCOCC3)[nH]c2c1
[26] COc1ccc(NC(=O)c2cc(S(=O)(=O)N3CCCC3)ccc2OC)cc1
[27] CCOC(=O)c1cccc(-n2nnc3c(sc4nc(C)c(Br)c(C)c43)c2=O)c1
[28] CCOc1ccc(Br)cc1S(=O)(=O)N1CCC(C(N)=O)CC1
[29] C1CCN(CC2CCCCN2)CC1 (stereo not given)
[30] O=C(NCO)c1cccnc1
[31] CC(C)Cc1nnc(NC(=O)CCC(=O)N2CCN(Cc3ccccc3)CC2)s1
[32] COc1ccc(C2C(C(C)=O)=C(C)Nc3ncnn32)cc1 (stereo not given)
Compound,25,26,27,28,29,30,31,32
Nrf2 block,?,13%,15%,-10%,10%,4%,-8%,-20%
TGFb inhibitor,?,-8%&2%,-2%,-1%,-7%,-5%,10%,1%
S2 tox,i,i,.,i,?,i,i,i
EPAC2 ag,-2%,7%,.,11%,7%,-5%,3%,-2%
HepG2 tox,5%,-74%&-2%,4%,-7%,5%,8%,4%,11%
Nrf2 ARE act,0.1%,-2.4%&-0.3%,-0.8%,0.4%,0.3%,-1.0%,-0.5%,-0.1%
IL-2 act,0.9,-4.0,.,0.9,-2.7,-0.5,-2.3,-0.4
A549 tox,-1%,2%&2%,3%,-12%,3%,4%,1%,-3%
ATXN2 expr inh,5%,-4%,.,-8%,-5%,2%,-9%,.

[33] CCC(C)(C)NC(=O)C(c1cccc(OC)c1OC)N(CCC(C)C)C(=O)CCC(=O)Nc1cc(C)on1 (stereo not given)
[34] COc1ccccc1N1CC(C(=O)Nc2nnc(SCc3ccccn3)s2)CC1=O (stereo not given)
[35] Fc1c(F)c(C(F)(F)F)c(F)c(F)c1N/N=C\c1cccs1
[36] CCN(c1cccc(C)c1)S(=O)(=O)c1ccc(-c2coc(C)n2)cc1
[37] COCCNC(=O)c1cccc(Nc2nc(-c3ccccc3)c3cc(Cl)ccc3n2)c1
[38] CCN(CC)S(=O)(=O)c1ccc(N/N=C(\C)c2ccc3c(c2)OCO3)c([N+](=O)[O-])c1
[39] C[C@H]1CN([C@@H](C)CO)C(=O)CCCn2nncc2CO[C@@H]1CN(C)Cc1ccncc1
[40] Cc1cc(C)c(Cn2c3ccccc3c3cnn(CC(=O)NC4CCCCCC4)c(=O)c32)c(C)c1
Compound,33,34,35,36,37,38,39,40
Nrf2 block,-5%,-3%,?,-17%,15µM*,-18%,.,28%
TGFb inhibitor,-23%,-2%,?,-23%,-4%,-2%,?,-8%
S2 tox,?,?,i,i,i,i,i,i
EPAC2 ag,4%,5%,25%,12%,7%,-10%,8%,.
HepG2 tox,0%,1%,-68%,-28%,-3%,5%,-43%,3%
Nrf2 ARE act,-0.5%,-0.7%,?,-0.6%,1.8%,0.6%,0.1%,-1.4%
IL-2 act,0.8,-0.5,-1.4,-0.9,0.2,-2.7,1.5,.
A549 tox,-13%,4%,?,0%,?,-8%,.,-2%
ATXN2 expr inh,-6%,-16%,-8%,-6%,?,-31%,4%,4%

[41] CN(CC(=O)NCc1ccncc1)S(=O)(=O)c1ccccc1
[42] Nc1nc(CN2CCN(C(c3ccccc3)c3ccccc3)CC2)nc(Nc2ccccc2)n1
[43] COC(=O)c1cc(NC(=O)CCc2c(C)nc3cc(-c4ccccc4)nn3c2C)cc(C(=O)OC)c1
[44] COc1ccc2ccccc2c1CN1CCCC(CO)C1 (stereo not given)
[45] COc1ccc(S(=O)(=O)N2CCN(C)CC2)c(C)c1
Compound,41,42,43,44,45
Nrf2 block,10%,-23%,11%,6%,-3%
TGFb inhibitor,13%,?,?,0%,-28%
S2 tox,i,?,i,i,i
EPAC2 ag,-6%,3%,.,7%,13%
HepG2 tox,-11%,-36%,-10%,-13%,-41%
Nrf2 ARE act,0.4%,6.8%,-0.8%,0.1%,-0.2%
IL-2 act,1.0,-3.3,.,0.3,0.3
A549 tox,-6%,-15%,1%,-6%,2%
ATXN2 expr inh,10%,-20%,-10%,-5%,-8%

Compound activity as filed in PubChem BioAssay.
